# Rin1-Abl PPI inh: inhibitors of Rin1-Abl protein binding, primary screen, biochemical, TR-FRET | inhibition, % at 7.35 µM | 360,000 compounds, 0.4% hits | AID 588664, 2011 | Tyrosine-protein kinase ABL1 (Homo sapiens) + Ras and Rab interactor 1 (Homo sapiens), …; in the data active = inhibition above about 5%, passing the limit was not always enough
# Target sequence (P00519 whole entry, looked up): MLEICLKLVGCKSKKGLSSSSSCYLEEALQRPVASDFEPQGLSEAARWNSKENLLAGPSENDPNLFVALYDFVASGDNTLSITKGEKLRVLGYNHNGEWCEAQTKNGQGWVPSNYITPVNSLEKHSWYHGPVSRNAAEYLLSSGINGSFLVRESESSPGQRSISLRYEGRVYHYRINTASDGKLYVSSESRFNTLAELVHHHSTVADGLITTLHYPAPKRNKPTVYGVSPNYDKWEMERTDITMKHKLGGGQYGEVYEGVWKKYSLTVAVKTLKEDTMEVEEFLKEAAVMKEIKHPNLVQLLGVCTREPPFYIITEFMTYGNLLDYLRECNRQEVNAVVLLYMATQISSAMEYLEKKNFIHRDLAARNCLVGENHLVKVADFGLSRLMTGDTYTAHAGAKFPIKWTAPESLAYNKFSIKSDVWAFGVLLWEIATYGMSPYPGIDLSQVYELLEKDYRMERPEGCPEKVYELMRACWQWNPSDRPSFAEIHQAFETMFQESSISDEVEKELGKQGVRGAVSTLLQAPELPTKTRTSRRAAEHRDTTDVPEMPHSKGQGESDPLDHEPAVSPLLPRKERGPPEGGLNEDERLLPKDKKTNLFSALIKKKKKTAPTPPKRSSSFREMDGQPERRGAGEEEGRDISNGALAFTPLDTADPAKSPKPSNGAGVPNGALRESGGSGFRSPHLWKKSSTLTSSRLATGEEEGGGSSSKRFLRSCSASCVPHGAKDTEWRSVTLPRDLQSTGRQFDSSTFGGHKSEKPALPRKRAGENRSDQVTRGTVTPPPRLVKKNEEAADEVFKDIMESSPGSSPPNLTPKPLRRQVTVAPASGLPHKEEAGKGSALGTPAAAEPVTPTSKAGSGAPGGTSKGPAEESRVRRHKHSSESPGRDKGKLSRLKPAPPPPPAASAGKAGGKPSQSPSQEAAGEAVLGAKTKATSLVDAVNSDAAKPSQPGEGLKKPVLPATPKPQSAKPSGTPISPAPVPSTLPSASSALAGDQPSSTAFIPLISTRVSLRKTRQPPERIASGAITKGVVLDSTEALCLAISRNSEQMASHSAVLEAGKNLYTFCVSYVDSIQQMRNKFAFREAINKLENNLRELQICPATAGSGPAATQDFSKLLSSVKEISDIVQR
# Target sequence (Q13671 whole entry, looked up): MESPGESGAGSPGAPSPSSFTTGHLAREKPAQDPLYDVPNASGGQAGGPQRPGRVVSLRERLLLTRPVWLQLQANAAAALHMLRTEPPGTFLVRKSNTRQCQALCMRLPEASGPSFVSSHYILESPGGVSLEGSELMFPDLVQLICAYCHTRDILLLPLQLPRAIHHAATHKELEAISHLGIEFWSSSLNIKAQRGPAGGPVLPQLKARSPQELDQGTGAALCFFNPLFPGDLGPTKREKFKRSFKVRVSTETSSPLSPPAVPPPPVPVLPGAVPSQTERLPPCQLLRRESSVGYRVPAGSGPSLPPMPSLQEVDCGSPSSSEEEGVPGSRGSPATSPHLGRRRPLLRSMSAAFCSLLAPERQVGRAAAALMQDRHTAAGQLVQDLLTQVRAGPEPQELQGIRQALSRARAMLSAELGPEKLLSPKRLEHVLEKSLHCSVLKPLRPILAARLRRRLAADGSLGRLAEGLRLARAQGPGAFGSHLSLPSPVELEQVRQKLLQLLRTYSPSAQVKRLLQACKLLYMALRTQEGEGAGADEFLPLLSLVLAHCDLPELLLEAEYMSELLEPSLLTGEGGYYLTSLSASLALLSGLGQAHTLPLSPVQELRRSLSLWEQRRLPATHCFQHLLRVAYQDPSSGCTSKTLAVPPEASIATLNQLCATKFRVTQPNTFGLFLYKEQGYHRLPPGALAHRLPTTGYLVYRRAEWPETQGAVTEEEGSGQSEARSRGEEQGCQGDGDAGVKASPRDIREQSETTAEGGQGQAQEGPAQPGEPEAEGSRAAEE
# NadD block: inhibitors of S. aureus NadD, primary screen, biochemical, colorimetric, uHTS; 360,000 compounds, 0.78% hits; inhibition, % at 20 µM; purified NadD enzyme, colorimetric absorbance read-out; in the data active = inhibition above about 26%; note: some compounds past the cut are filed as inactive
# SKN-1 block: suppressors of acrylamide-induced Pgst-4::GFP reporter in worms, primary screen, SKN-1 inhibitor project, whole organism, uHTS, GFP/RFP fluorescence ratio, strain VP596; AID 624304, 2012; inhibition, % at 21.8 µM; 360,000 compounds, 0.49% hits; C. elegans VP596 Pgst-4::GFP/RFP ratio, 24 h;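 active = interference check ratio from 0.5 to 1.5 plus GFP to RFP signal ratio inhibition reaching or exceeding a fixed threshold, cut at about 30% in these data, passing the limit was not always enough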; note: some compounds called inactive have numbers as strong as hits
# Neddylation inh: inhibitors of cullin neddylation, primary screen, biochemical, TR-FRET, uHTS, NAE and Ubc12; NEDD8-conjugating enzyme Ubc12 (Homo sapiens) + NEDD8-activating enzyme E1 regulatory …; calls only at 25 µM; 360,000 compounds, 0.58% hits; AID 651699, 2012; in the data active = inhibition above about 36%
# FAS TE block: FAS thioesterase domain inhibitors, primary screen, biochemical, fluorescence intensity, uHTS; inhibition, % at 15 µM; Fatty acid synthase (Homo sapiens), P49327; 360,000 compounds, 0.67% hits; recombinant FAS-TE, OMFH fluorogenic substrate, fluorescence endpoint; AID 602261, 2012;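 active = compounds whose normalised, plate-corrected inhibition of enzyme fluorescence in the single-dose primary screen is 50% or more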;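 note: 0% = DMSO with enzyme and 100% = substrate without enzyme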
# CSN deneddyl inh: inhibitors of CSN-mediated cullin deneddylation, primary screen, biochemical, fluorescence polarization, uHTS; AID 651999, 2013; Purified CSN, SCF-Nedd8-OG deneddylation; inhibition, % at 12.5 µM; 360,000 compounds, 0.38% hits; COP9 signalosome complex subunit 5 (Homo sapiens), Q92905;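 active = pattern-corrected inhibition above about 35%, with an unprinted fluorescence ratio check between 0.5 and 1.5, limit read from the data, passing the limit was not always enough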;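 note: 0% = enzyme with substrate and 100% = substrate without enzyme; some results filed as inactive read as strong as hits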
#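 Detection – fluorescence polarization · System – HEK293T-derived human Csn5 enzyme · Controls – substrate-only high control, full reaction low control · Timing – 90 min, room temperature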
# PABP1 MLLE inh: inhibitors of PABP1 MLLE–PAM2 peptide binding, primary screen, biochemical, fluorescence polarization, FITC-PAM2, GST-MLLE. Polyadenylate-binding protein 1 (Homo sapiens), P11940. AID 588489, 2011. 360,000 compounds, 0.36% hits. inhibition, % at 20 µM; in the data active = inhibition above about 35%, passing the limit was not always enough;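 note: plate controls were DMSO wells with GST-MLLE for no effect and wells lacking GST-MLLE protein for full effect; some results filed as inactive read as strong as hits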
# Rpn11 inh: Rpn11 (PSMD14) deubiquitinase inhibitors, primary screen, biochemical, fluorescence polarization, uHTS; 26S proteasome non-ATPase regulatory subunit 14 (Homo sapiens), O00487; human 26S proteasome, Ub4-pepOG fluorescence polarization; 20S core pre-blocked with epoxomicin; calls only at 20 µM; 360,000 compounds, 0.59% hits;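 active = inhibition at 20 µM, scaled to each plate's controls, above about 33%, limit read from the data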
# MT1-MMP act inh: blockers of MT1-MMP proenzyme processing, primary screen, HT1080 RFP-PRO-GFP cells, GFP/RFP fluorescence; Matrix metalloproteinase-14 (Homo sapiens), P50281; 360,000 compounds, 0.061% hits; GFP/RFP ratio fluorescence, overnight; percent of plate control window, DMSO zero; GFP/RFP ratio change, % at 20 µM;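 active = GFP/RFP ratio change of at least 30% with cell ATP level not reduced by more than half and red fluorescence within 50% of control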; note: strong numbers were not always called active
#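 Compound: 20 µM single dose, 1% DMSO / System: HT1080 RFP-PRO-GFP cells / Controls: DMSO and RFP-L50D-GFP cell wells / Read-out basis: GFP/RFP fluorescence ratio / Schedule: overnight compound exposure at 37 °C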
# Active calls of the source: *; i = inactive.
canonical_smiles,Rin1-Abl PPI inh,NadD block,SKN-1 block,Neddylation inh,FAS TE block,CSN deneddyl inh,PABP1 MLLE inh,Rpn11 inh,MT1-MMP act inh
N#C/C(=C1\CCCN1)c1nc2ccccc2c(=O)[nH]1,3.0,-1.1,3.1,i,-2.2,0.4,-1.7,i,5.8
Cc1ccccc1C(=O)N1CCN(c2ccc(NC(=O)c3cccs3)cc2)CC1,0.9,0.9,22.1,i,-0.4,-3.3,0.1,i,-1.0
COc1ccccc1N1CCN(C(=O)CSc2nc(C)c(Cc3ccccc3)c(=O)[nH]2)CC1,0.4,4.7,8.6,i,0.6,4.3,-8.7,i,1.3
O=C(CN1CCN(Cc2ccccc2)CC1)c1ccccc1,4.1,3.0,1.0,i,-7.4,-5.0,2.0,i,11.7
C=CCNC(=O)c1onc(CSc2ccc(C)c(C)c2)c1C(=O)O,2.9,-2.9,-0.8,i,-4.8,6.6,1.0,i,1.9
C=C(C)Cn1c(SCC(=O)O)nnc1-c1ccc(C(C)(C)C)cc1,1.4,5.1,-11.9,i,-2.9,2.1,-21.0,i,-1.3
CCOc1ccc2nc(NC(=O)CSc3cn[nH]n3)sc2c1,1.3,2.9,4.5,i,-47.9,-1.6,1.1,i,7.9
N#CCCN(Cc1cccnc1)C(=S)NCc1ccco1,3.9,-1.9,5.4,i,-5.9,5.0,30.3,i,0.9
COCCCNC(=S)N1CCN(Cc2ccc3c(c2)OCO3)CC1,0.9,-5.8,2.0,i,-3.7,-2.1,-117.8,i,3.0
O=C(CNC(=O)c1ccccc1)NCC(=O)OCC(=O)c1ccc([N+](=O)[O-])cc1,3.6,-3.3,2.3,i,-1.1,1.6,11.8,i,-2.9
Cc1ccc(C(=O)COC(=O)CCN2C(=O)C3C4CCC(C4)C3C2=O)cc1C (centres undefined),-2.2,4.2,18.2,i,0.0,3.3,-6.6,i,2.7
Cc1ccc(NC(=S)NC(=O)C2CCCC2)c(Br)c1,0.8,-10.2,15.3,i,30.7,-0.5,21.1,i,-2.5
Cc1ccc(NC(=O)CSc2nc3[nH]c(=O)cc(O)c3s2)c(Br)c1,2.5,1.2,-9.5,i,1.3,5.5,2.1,i,-7.0
COc1cc2c(cc1OC)C(Nn1cnnc1)=NC1(CCCC1)C2,-1.9,0.6,2.3,i,-1.3,3.5,-7.6,i,6.8
O=C(/C=C/c1cccc([N+](=O)[O-])c1)c1ccc([N+](=O)[O-])o1,-0.9,11.1,4.6,i,3.5,12.8,-25.9,i,-2.9
O=C(Nc1cccc2cccnc12)c1cccnc1,-1.4,-1.2,18.9,i,-5.5,6.3,-4.7,i,4.0
O=S(=O)(Nc1ccc(Cl)cn1)c1ccc2c(c1)OCCO2,-3.0,-1.2,14.1,i,-6.9,-7.1,-2.8,i,2.8
CC(=O)c1cc(-c2ccccc2)n(CC(=O)Nc2cc(C)cc(C)c2)c1C,1.5,-7.1,1.9,i,-6.4,-10.1,2.6,i,-0.5
N#C/C(=C(/O)COc1ccccc1)c1nnc2n1CCCCC2,1.4,-2.8,0.6,i,-3.5,1.1,6.0,i,1.2
Cc1cc(C(=O)NNC(=O)C2CCCC2)c(C)o1,-3.4,-2.8,5.9,i,-2.1,5.5,-0.2,i,4.0

# The final two records of the part above come first, to join the parts.
canonical_smiles,Rin1-Abl PPI inh,NadD block,SKN-1 block,Neddylation inh,FAS TE block,CSN deneddyl inh,PABP1 MLLE inh,Rpn11 inh,MT1-MMP act inh
N#C/C(=C(/O)COc1ccccc1)c1nnc2n1CCCCC2,1.4,-2.8,0.6,i,-3.5,1.1,6.0,i,1.2
Cc1cc(C(=O)NNC(=O)C2CCCC2)c(C)o1,-3.4,-2.8,5.9,i,-2.1,5.5,-0.2,i,4.0
O=C(O)CN(Cc1ccco1)S(=O)(=O)c1ccccc1,2.5,-2.3,1.9,i,-5.8,-0.6,-8.8,i,2.7
COC(=O)N/N=C/c1ccccc1OCc1ccccc1,1.2,-3.3,5.4,i,-2.6,-2.2,-1.7,i,-5.8
COc1ccc(CC(=O)NNC(=O)c2ccc(SCc3cc(F)ccc3F)c([N+](=O)[O-])c2)cc1,-1.4,0.8,-3.6,i,-10.6,-0.3,3.0,i,0.0
COc1ccc(CC(=O)n2[nH]c(=O)cc(C)c2=O)cc1OC,3.4,5.9,6.0,i,-5.1,0.0,15.3,i,2.0
CCn1c(SCC(=O)Nc2cc(C)ccc2C)nnc1-c1cnccn1,-3.3,3.4,-23.0,i,-8.1,1.0,-9.5,i,-7.1
CCc1nn(CC(=O)NCc2ccccc2Cl)c(=O)c2cccn12,1.7,-6.8,-11.5,i,-3.8,-0.5,-3.4,i,4.1
OC(COc1ccccc1)CSc1ncn[nH]1 (centres undefined),-4.8,-2.1,3.3,i,-6.9,-0.3,2.5,i,1.1
O=C1c2cccc(OCC(=O)N3N=C(c4cccs4)CC3c3ccc(F)cc3)c2CCN1Cc1cccnc1 (centres undefined),-4.1,19.3,14.2,i,25.0,-1.1,-8.0,i,-3.5
O=C(O)CN1C(=O)CC(Cc2ccc(Cl)cc2)C1=O (centres undefined),0.3,-6.1,-22.7,i,-9.5,4.9,-6.3,i,2.2
CCc1noc(C)c1C(=O)OCC(=O)c1ccc(NC(=O)CC(C)C)cc1,-1.0,-3.9,-19.0,i,4.0,-1.4,14.2,i,-0.2
Cn1cc(CN2CCCC(CNS(=O)(=O)c3cccc4cccnc34)C2)cn1 (centres undefined),-0.1,-7.0,23.2,i,-6.4,-2.5,-19.0,i,-0.3
CC1(C)OC(=CC=Nc2ccc(Cl)cc2)OC1(C)C,-1.2,0.5,14.7,i,-0.6,0.8,6.0,i,-0.5
O=C(NC(=S)NNC(=O)c1cnccn1)c1ccc(F)cc1,-1.2,0.8,13.4,i,-1.8,-2.5,-13.4,i,5.9
O=C(CSc1n[nH]c(-c2cccnc2)n1)Nc1ccccc1,-1.1,1.6,-15.8,i,-11.0,2.9,-5.4,i,3.5
CN(c1ccc(C(=O)Nc2ccc(CC#N)cc2)cc1)S(C)(=O)=O,1.8,3.9,5.4,i,-4.1,3.3,7.8,i,8.0
COc1cccc(NC(=O)COC(=O)CNC(=O)C2CCCCC2)c1,1.6,-0.2,13.4,i,-4.7,-0.3,11.5,i,-2.0
Cc1cc(C)n2c(SCC(C)C)nnc2n1,1.4,-1.9,-4.8,i,-5.4,-0.4,5.5,i,2.5
Cc1onc(-c2c(F)cccc2Cl)c1C(=O)N1C=CC(C(F)(F)Cl)=NCC1,2.8,-1.5,7.2,i,-6.0,-2.0,-7.3,i,-1.8
c1c2c(cc3sc(N4CCCCC4)nc13)OCCO2,-2.4,0.4,7.0,i,-2.6,-0.5,0.5,i,3.9
COc1cc(Cn2nnc3ccccc32)cc(Br)c1O,-5.3,-2.6,8.8,i,-1.5,-0.9,-10.6,i,-3.6

# One compound at a time (already shown). Order of screens: Rin1-Abl PPI inh	NadD block	SKN-1 block	Neddylation inh	FAS TE block	CSN deneddyl inh	PABP1 MLLE inh	Rpn11 inh	MT1-MMP act inh
# Profile of `Cc1cc(C)n2c(SCC(C)C)nnc2n1` → 1.4	-1.9	-4.8	i	-5.4	-0.4	5.5	i	2.5
# Profile of `O=C(O)CN1C(=O)CC(Cc2ccc(Cl)cc2)C1=O` (centres undefined) → 0.3	-6.1	-22.7	i	-9.5	4.9	-6.3	i	2.2

# Other results
# Every second line gives: Rin1-Abl PPI inh | NadD block | SKN-1 block | Neddylation inh | FAS TE block | CSN deneddyl inh | PABP1 MLLE inh | Rpn11 inh | MT1-MMP act inh
- CCCN(C(=O)CSc1nc2ccccc2n1CC)C1CCS(=O)(=O)C1 (centres undefined)
→ 0.0 | -4.7 | 2.1 | i | -0.8 | -3.0 | -73.6 | i | -0.7
- Cc1cc(NS(=O)(=O)c2ccc(NC(=O)c3ccc([N+](=O)[O-])c(Cl)c3)cc2)no1
→ 2.3 | -7.9 | -3.9 | i | 2.2 | 1.5 | 5.0 | i | 6.3
- O=C(CCCC(=O)NC1CCCCC1)Nc1ccc([N+](=O)[O-])cc1
→ 0.5 | -9.0 | 8.7 | i | 12.3 | 0.8 | -3.3 | i | -0.3
- Cc1ccc(N2C(=S)SC3CS(=O)(=O)CC32)cc1 (centres undefined)
→ 1.9 | -2.4 | 1.6 | i | -4.6 | 3.1 | 13.7 | i | -0.1
- CCCCOC(=O)C1=C(C)NC(=O)NC1c1ccc(N(C)C)cc1 (centres undefined)
→ -1.8 | -1.8 | -5.2 | i | 0.1 | 1.1 | 6.2 | i | 0.2
- COc1ccc(OC)c(C2NC(=O)NC(C)=C2C(=O)OCc2ccccc2)c1 (centres undefined)
→ -0.1 | -6.3 | -14.6 | i | -2.2 | -2.1 | 3.9 | i | 3.0
- O=C(Nc1ccc(NC(=O)C23CC4CC(CC(C4)C2)C3)cc1)c1cc(F)c(F)cc1Cl
→ -0.5 | 8.9 | 8.1 | i | 2.1 | 0.6 | 3.5 | i | 2.5
- COc1ccc(CC(=O)N2CCC(Nc3nc4ccccc4n3Cc3ccc(F)cc3)CC2)cc1
→ -0.5 | 8.3 | 13.6 | i | 8.6 | 4.5 | -11.4 | i | 2.3
- O=C(Cn1ncc2c3ccccc3n(Cc3ccccc3)c2c1=O)NCc1ccco1
→ -1.9 | 1.5 | 1.1 | i | -2.7 | 8.1 | -4.1 | i | -1.5
- O=C(COc1coc(CN2CCc3ccccc3C2)cc1=O)Nc1cccc(F)c1
→ -2.2 | 1.3 | -6.4 | i | -2.4 | -1.2 | 10.4 | i | 3.7
- Cc1cc(/C=N/NC(=O)CC2(C)OCCO2)c(C)n1-c1ccc(Cl)c(Cl)c1
→ -4.7 | 7.2 | 13.6 | i | -3.5 | -0.9 | -6.0 | i | -2.9
- Cc1ccc(CNC(=O)CN(Cc2ccccc2)S(C)(=O)=O)cc1
→ -5.2 | -0.2 | 3.9 | i | -12.9 | 0.9 | -14.1 | i | -4.8
- CC(C)(C)c1ccc(C(=O)/C=C2\NC(=O)CS2)cc1
→ 3.6 | -7.3 | -18.6 | i | -3.8 | 2.8 | -11.7 | i | -0.2

# Bioassay records (PubChem)
